# Screens as filed in PubChem.
# OX1R FRET antag – blocks the human orexin 1 receptor; O43613; OX1R-expressing cells, FRET antagonist read-out; inhibition, % at 6.6 µM; actives 1.8% (n = 330,000); in the data active means inhibition mostly above about 38%, no sharp cut-off; inactive means mostly below about 40%;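 further: 0% = agonist challenge alone and 100% = reference antagonist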
# Target sequence (O43613 whole entry, looked up): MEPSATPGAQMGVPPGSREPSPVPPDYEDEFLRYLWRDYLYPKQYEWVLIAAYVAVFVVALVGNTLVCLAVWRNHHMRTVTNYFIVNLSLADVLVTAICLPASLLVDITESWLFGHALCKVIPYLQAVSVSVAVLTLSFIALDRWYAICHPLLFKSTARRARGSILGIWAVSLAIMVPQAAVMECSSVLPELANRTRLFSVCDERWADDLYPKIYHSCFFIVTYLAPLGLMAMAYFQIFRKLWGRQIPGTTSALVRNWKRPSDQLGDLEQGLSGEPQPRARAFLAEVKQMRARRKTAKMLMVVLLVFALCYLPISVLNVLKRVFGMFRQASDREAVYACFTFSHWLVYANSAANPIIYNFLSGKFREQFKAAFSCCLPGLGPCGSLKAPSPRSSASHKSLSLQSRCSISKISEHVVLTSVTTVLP
# STK33 kinase inh – blocks human STK33 kinase activity; Q9BYT3; purified STK33, MBP phosphorylation, ADP-Glo luminescence; inhibition, % at 10 µM; actives 0.073% (n = 320,000); AID 2661;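 active means inhibition at or above 25%, using the most active replicate where run in duplicate; inactive means inhibition below 25%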
# Target sequence (Q9BYT3 whole entry, looked up): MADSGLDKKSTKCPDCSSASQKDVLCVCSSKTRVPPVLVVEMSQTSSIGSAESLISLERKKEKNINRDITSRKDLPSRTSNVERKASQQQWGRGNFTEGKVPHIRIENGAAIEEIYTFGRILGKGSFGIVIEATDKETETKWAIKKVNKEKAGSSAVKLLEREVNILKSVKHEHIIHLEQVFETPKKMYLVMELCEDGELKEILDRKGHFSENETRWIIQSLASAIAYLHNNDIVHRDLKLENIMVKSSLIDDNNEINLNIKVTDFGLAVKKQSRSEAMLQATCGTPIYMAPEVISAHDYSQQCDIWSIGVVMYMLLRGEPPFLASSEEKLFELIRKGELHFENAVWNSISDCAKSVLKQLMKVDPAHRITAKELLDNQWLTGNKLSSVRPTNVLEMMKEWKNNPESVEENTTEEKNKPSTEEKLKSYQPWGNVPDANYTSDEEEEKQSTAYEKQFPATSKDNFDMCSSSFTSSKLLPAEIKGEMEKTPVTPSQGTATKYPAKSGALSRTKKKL
# Active calls of the source: *; x = not tested or not shown.
SMILES,OX1R FRET antag,STK33 kinase inh
O=C(Nc1ccc(Cl)cc1)N1CCN(C(=O)C2CCCO2)CC1 (stereo not drawn),13.2,-1.0
CNC(=O)c1cc(C(=O)c2ccccc2C(F)(F)F)c[nH]1,40.2,0.5
CCOc1ccc(S(=O)(=O)Nc2nc3ccccc3nc2Cl)cc1,22.4,-1.9
O=C(CSc1nc(=O)n2cc(Cl)ccc2n1)NCCc1ccccc1,25.3,0.1
COC(=O)c1ccc(N2CCOCC2)c(NC(=O)Nc2cccc(OC)c2)c1,9.2,0.9
CC(C)N(C(=O)NC(=O)Nc1ccccn1)S(C)(=O)=O,25.9,-0.9
Cc1ccccc1C(=O)NC(=S)NCC1CCCO1 (stereo not drawn),6.7,-1.3
Cc1cc(C)cc(NC(=O)Nc2ccc(N3CCCCC3)cc2)c1,8.1,-0.4
O=C1C=CN2CCOCC2C1 (stereo not drawn),-0.2,-0.6
O=S(=O)(/N=C/c1ccccc1O)c1cccs1,8.9,-0.7
CC(C)(C)c1cnnn1-c1ccc(NC(=O)c2ccc(Br)o2)cc1,17.5,-1.7
O=C(O)CC12C[C@H]3C[C@@H](C1)CC(n1ncc(N4CCN(c5ccccc5)CC4)c(Cl)c1=O)(C3)C2,41.3,-1.0
COc1ccc(CC(=O)NC2CCSc3ccccc32)c(OC)c1 (stereo not drawn),29.6,-0.2
COc1cc(C(=O)N2CCN(c3cc(Cl)ccc3Cl)CC2)cc(OC)c1OC,7.8,-0.3
COc1ccc(Nc2nc(C(C)(C)C)nc3c2nnn3Cc2ccccc2Cl)cc1OC,19.0,-1.1
COc1cc(C(=O)NCCOc2ccc(C)c(C)c2)cc(OC)c1OC,6.1,-0.5
c1ccc(-c2nnc(CN3CCN(C(c4ccccc4)c4ccccc4)CC3)o2)cc1,18.2,-0.6
CCCCN(CCCC)CC(O)Cn1c2ccccc2c(=O)c2ccccc21 (stereo not drawn),10.2,1.0
CCCCNC(=S)NNC(=O)c1csc(C)c1CC,-1.7,-0.9
COCc1c(C(=O)NCC2COc3ccccc3O2)oc2ccccc12 (stereo not drawn),68.1*,-0.6
O=C(/C=C/c1ccccc1[N+](=O)[O-])NCC1CCCO1 (stereo not drawn),27.4,-3.2
Nc1nc(SCC(=O)NCc2ccccc2)n[nH]1,16.0,-0.4
O=C(Nc1cccn2ncnc12)c1cccc(C(F)(F)F)c1,17.9,-0.3
O=C(c1ccc(S(=O)(=O)N2CCCC2)cc1)N1CCN(c2ccccc2F)CC1,30.9,-0.4
COc1cc(OC)c(N(C)S(=O)(=O)c2cccc(C(=O)Nc3nnc(C4CC4)s3)c2)cc1Cl,19.8,1.4
COc1ccc(-c2c3c(=O)n(C)c(=O)n(C)c3cn2Cc2ccccn2)cc1,-6.4,-0.6
CC1(C)C2CC[C@]3(C)C(CC=C4[C@@H]5C[C@@](C)(CO)CC[C@]5(C(=O)O)CC[C@]43C)[C@@]2(C)CC[C@@H]1O (stereo partly drawn),11.0,-0.9
Cc1ccc(NS(=O)(=O)Cc2ccccc2)nc1,-1.6,0.4
CCOc1ccccc1C(=O)OCC(=O)NCCc1ccc(OC)cc1,2.7,0.5
COc1ccc(C(=O)CN2C(=O)COc3ccccc32)cc1,3.4,-0.4
CC(C)C(=O)Nc1ccc(Nc2ccccc2)cc1,8.1,-2.1
Cc1ccc(NC(=O)C2CCN(S(=O)(=O)c3ccc4c(c3)C(C)(C)C(=O)N4C)CC2)c(C)c1,16.4,-0.2
CCOC(=O)N1CCN(C(=O)c2cc3ccccc3o2)CC1,3.0,-4.7
C=CCn1c(SCC(=O)NCc2ccc3c(c2)OCO3)nnc1C1COc2ccccc2O1 (stereo not drawn),10.2,-0.2
Cc1ccc(C(=O)CC(SCC(=O)O)c2ccc([N+](=O)[O-])cc2)cc1 (stereo not drawn),12.3,1.4
Cc1cc(Cl)ccc1OCC(=O)N1CCCN(C(=O)COc2ccc(Cl)cc2C)CC1,27.1,-1.6
O=C(c1cc(-n2cnnc2)ccc1Cl)N1CCN(c2nc(-c3ccccc3)cs2)CC1,42.2,-1.1
CSc1sc(-c2n[nH]c(=S)n2C)c2c1C=CCC2,17.8,-2.1
O=c1[nH]c2ccc(Cl)cc2c(O)c1-c1ccccc1,19.7,-0.7
Cc1cc(Br)ccc1NC(=O)CCS(=O)(=O)c1cccc2nonc12,9.8,-1.3

# Overlap with the part before: two compounds, then new ones.
SMILES,OX1R FRET antag,STK33 kinase inh
O=c1[nH]c2ccc(Cl)cc2c(O)c1-c1ccccc1,19.7,-0.7
Cc1cc(Br)ccc1NC(=O)CCS(=O)(=O)c1cccc2nonc12,9.8,-1.3
N/C(=N\OC(=O)CCCC(=O)O)c1ncc(C(F)(F)F)cc1Cl,5.3,-1.6
O=C(c1ccco1)N1CCN(Cc2nc(Cc3ccccc3)no2)CC1,1.6,-0.8
CCOC(=O)c1cnc(/N=C/N(C)C)s1,6.3,-2.4
CCCCNCCOCCOc1ccc(C)cc1[N+](=O)[O-],10.2,-0.6
Cc1ccc(COc2ccc(C)nc2[N+](=O)[O-])cc1,28.4,0.9
CCCCNC(=O)N(O)C1N(/N=C/c2cccs2)C(=S)SC1(C)C (stereo not drawn),31.6,0.4
Cc1c(NC(=S)N/N=C/c2ccc(N(C)C)cc2)c(=O)n(-c2ccccc2)n1C,16.9,-0.8
COCCNC(=S)Nc1ccc2nc(N3CCN(C)CC3)cc(C)c2c1,2.3,-0.1
CC1=C(C(=O)NCc2ccccc2)C(c2cccs2)n2ncnc2N1 (stereo not drawn),17.5,-0.1
COc1ccc(Br)cc1CN(C)CC(=O)Nc1ccccc1Cl,39.2,-0.9

# Structural class: those above containing an aryl methoxy group.
SMILES,OX1R FRET antag,STK33 kinase inh
COC(=O)c1ccc(N2CCOCC2)c(NC(=O)Nc2cccc(OC)c2)c1,9.2,0.9
COc1ccc(CC(=O)NC2CCSc3ccccc32)c(OC)c1 (stereo not drawn),29.6,-0.2
COc1cc(C(=O)N2CCN(c3cc(Cl)ccc3Cl)CC2)cc(OC)c1OC,7.8,-0.3
COc1ccc(Nc2nc(C(C)(C)C)nc3c2nnn3Cc2ccccc2Cl)cc1OC,19.0,-1.1
COc1cc(C(=O)NCCOc2ccc(C)c(C)c2)cc(OC)c1OC,6.1,-0.5
COc1cc(OC)c(N(C)S(=O)(=O)c2cccc(C(=O)Nc3nnc(C4CC4)s3)c2)cc1Cl,19.8,1.4
COc1ccc(-c2c3c(=O)n(C)c(=O)n(C)c3cn2Cc2ccccn2)cc1,-6.4,-0.6
CCOc1ccccc1C(=O)OCC(=O)NCCc1ccc(OC)cc1,2.7,0.5
COc1ccc(C(=O)CN2C(=O)COc3ccccc32)cc1,3.4,-0.4
COc1ccc(Br)cc1CN(C)CC(=O)Nc1ccccc1Cl,39.2,-0.9

# More records follow.
SMILES,OX1R FRET antag,STK33 kinase inh
CSCSC1=C(C#N)C(c2ccc(Cl)cc2)C(C(C)=O)=C(C)N1 (stereo not drawn),27.5,-0.6
CNC(=S)N1CCN(c2cccc(OC)c2)CC1,16.6,0.1
COc1cc(/C=N/NC(=O)Cn2nnc3ccccc32)ccc1O,20.9,-0.4
COc1ccc(NC(=O)c2cc(C)on2)cc1OC,22.0,-2.2
COc1cc(C(=O)NCC2(c3ccccc3)CCCC2)cc(OC)c1OC,20.1,0.4
CC(C)=CCN1CCN(Cc2cccn2-c2ccccn2)CC1CCO (stereo not drawn),-4.2,-1.4
CCCn1c(N)c(Sc2ccccc2[N+](=O)[O-])c(=O)n(CCC)c1=O,28.7,1.1
Cc1ccc(C(=O)NNC(=O)c2cccc(C)c2)cc1,9.5,-0.6
CCOC(=O)Cc1c(C)nc2c(-c3cccc(Br)c3)c[nH]n2c1=O,14.0,-0.7
O=C(Nc1ccccc1)c1sccc1Oc1ccc([N+](=O)[O-])cc1F,20.9,-0.5
O=C(O)C(Cc1cc(Cl)ccc1Cl)Sc1nc2ccccc2[nH]1 (stereo not drawn),16.3,-2.5
O=C(Cn1nnc(-c2ccncc2)n1)NCCc1ccccc1,13.3,-2.8
O=C(COc1ccc(Br)cc1)N1CCN(S(=O)(=O)/C=C/c2ccccc2)CC1,11.8,-0.9
CCOC(=O)C1CCN(c2c(NCCCN(CC)c3ccccc3)c(=O)c2=O)CC1,6.6,0.5
CC(=O)Nc1ccc(/C=N/NC(=O)c2cccc(S(=O)(=O)N3CCOCC3)c2)cc1,6.5,-0.7
Cc1ccc(NC(=O)c2cccc(OCc3c(C)noc3C)c2)cc1S(=O)(=O)Nc1ccccc1Cl,53.4,-1.6
COc1ccc(NC(=O)C2CC(c3c(F)cccc3Cl)=NO2)cc1OC (stereo not drawn),9.7,1.0
CC(C)Cn1nc(C(=O)Nc2cccc(S(=O)(=O)N3CCCC3)c2)c2ccccc2c1=O,-3.9,0.4
Cc1c(C(=O)N(C)C2CCCCC2)sc2ncnc(N3CCN(c4ccccc4F)CC3)c12,6.5,0.3
COCCNC(=O)Cn1cc2c(n1)CCCCC2,4.2,-0.2
O=C(COc1ccc(-c2nnco2)cc1)NC1CCCc2ccccc21 (stereo not drawn),22.3,-0.6
COc1cc(/C=C/C(=O)O)cc(S(=O)(=O)NCc2ccco2)c1OC,19.6,0.0
COc1ccc(/C=C/C(=O)OCC(=O)Nc2cccc(Oc3ccccc3)c2)c(OC)c1,19.7,-5.3
CCc1cccc2c(SCC(=O)NCC3CCCO3)nc(-c3ccc(F)cc3)nc12 (stereo not drawn),10.7,-1.4
NC(=O)CCS(=O)(=O)CCN1CCN(S(=O)(=O)c2ccc3c(c2)CCC3)CC1,0.3,-0.9
CS(=O)(=O)N(Cc1ccco1)CC(O)Cn1c2ccccc2c2ccccc21 (stereo not drawn),37.0,-0.3
CCC(C)C(=O)Nc1nnc(SCC(=O)NC2CCCCC2)s1 (stereo not drawn),3.7,-0.7
Cc1[nH]n(-c2c(Cl)cc(Cl)cc2Cl)c(=O)c1C=Nc1ccc(S(=O)(=O)N2CCOCC2)cc1,5.8,-3.2
C/C(=N\NC(=O)c1ccc(C)cc1)c1c(C)[nH]n(-c2ccccc2)c1=O,x,-0.7
CC(C)CCN1CC(O)=C(c2nc3ccccc3[nH]2)C1=N,9.9,-3.5
O=C(COc1ccccc1)Nc1ccc2c(c1)Cc1cc(NC(=O)COc3ccccc3)ccc1-2,23.1,-2.3
ON1C(c2ccccc2C(F)(F)F)N(O)[C@H]2CCCC[C@H]21 (stereo partly drawn),-0.4,-1.9
Cc1onc(-c2ccccc2Cl)c1C(=O)Nc1ccccc1C(N)=O,14.7,0.5
Nc1c(C(=O)NCCc2ccccc2)nnn1Cc1ccccc1,6.4,-1.5
COc1cc(NC(=O)NC2Cc3ccccc3C2)cc(OC)c1,2.6,-0.2
Cc1occc1C(=O)N=Nc1c(O)n(C)c2ccccc12,37.1,0.0
CCSc1nc2ccccc2n1CC(=O)N1CCCCC1,4.0,-2.8
CC(C)[C@H](NC(=O)c1ccccc1)C(=O)OCC(=O)c1ccccc1F,5.5,-0.6
O=C(NCCCN1CCCC1=O)C1CCN(S(=O)(=O)c2ccccc2)CC1,-2.6,0.3
O=C(Cc1c[nH]c2ccccc12)N1CCN(c2ccccc2)CC1,6.7,-0.5
O=C(CC1CCC1)Nc1cccc2c([N+](=O)[O-])cccc12,34.4,-0.3
O=C(CSc1cn[nH]n1)Nc1ccc(Cl)cc1Cl,29.6,-0.3
O=C(c1ccc(N2CCOCC2)nc1)N1CCCCC1,-6.9,-2.7
CCCCN(C(=O)c1c(C)noc1C)c1c(N)n(CCCC)c(=O)[nH]c1=O,15.8,0.4
O=C(NC1CCSc2ccccc21)c1ccc([N+](=O)[O-])cc1 (stereo not drawn),17.0,-3.1
O=C(O[C@@H](C(=O)O)[C@@H](OC(=O)c1ccccc1)C(=O)O)c1ccccc1,2.5,-2.4
COc1ccc(NC(=O)CSc2ccc3ccccc3c2)cc1S(=O)(=O)N1CCCCC1,26.5,-0.4
Cc1ccc(O)c(-c2cc(C(F)(F)C(F)F)nc(-c3ccccc3)n2)c1,26.6,-2.4
O=C(c1ccccc1NS(=O)(=O)c1ccc(F)cc1)N1CCCC1,9.0,0.5
Cc1cc(C)n2nc(SCC(=O)Nc3ccccc3)nc2n1,-1.5,-1.0

# Next part:
SMILES,OX1R FRET antag,STK33 kinase inh
Clc1cccc(N=C2NN=C(c3ccc4c(c3)OCCO4)CS2)c1,-3.5,-0.5
Cc1ccc(C)c(NC(=O)CSc2nnc(CNC(=O)c3ccco3)o2)c1,10.5,-1.6
Cc1ccc(-n2ncc3c(SCC(=O)NNC(=O)C(C)C)ncnc32)cc1,-6.2,0.0
COC(=O)c1ccc(Cl)c(NC(=O)CN(c2ccc3c(c2)OCO3)S(C)(=O)=O)c1,-1.2,11.2
COc1ccc(F)cc1S(=O)(=O)N1CCCCC1,8.8,-1.5
COc1cccc(NC(=O)CN(C)C(=O)c2csc3c2CCCC3)c1,16.0,1.4
O=S(=O)(Nc1ncccn1)c1ccc(F)cc1,x,-0.5
CCOc1ccc(NC(=O)CN(C)C(=O)c2ccccc2-n2cnnn2)cc1OCC,10.4,2.3
CC(=O)c1ccc(NC(=O)CSc2nnc(NC(=O)C3CC3)s2)cc1,33.7,-0.1
C[C@H](CO)N1C[C@H](C)[C@@H](CN(C)Cc2ccncc2)Oc2c(NS(=O)(=O)c3ccccc3)cccc2C1=O,6.8,0.0
CN1CCN(C(=S)NC(=O)c2ccccc2Br)CC1,16.1,-1.9
Cc1nn(C)c(C)c1NS(=O)(=O)c1ccccc1Cl,7.7,0.1
CCn1c(=O)cc(SCC(=O)N2CCN(C(=O)c3ccco3)CC2)c2ccccc21,0.6,-0.4
CCCN(C(=O)c1ccc(N(C)S(=O)(=O)c2ccc(C)cc2)cc1)C1CCS(=O)(=O)C1 (stereo not drawn),5.4,x
CCCNC(=O)CN1CCC(c2nc3ccccc3[nH]2)CC1,6.1,-0.6
CCc1nc(C)c(C(=O)N2CCCC(C(=O)Nc3cccc(-c4cccc(C)c4)c3)C2)o1 (stereo not drawn),19.2,-0.3
O=C(Nc1ccccc1C(=O)O)c1cncc(Br)c1,17.0,0.9
COc1ccc(C(CC(=O)N2CCCC2)C(C)C)cc1 (stereo not drawn),2.8,-0.4
N#CC1CN(C(c2ccccc2)c2ccccc2)C1,1.4,-0.5
CC(C)[C@@H]1COC(c2cccc(C3=N[C@H](C(C)C)CO3)n2)=N1,20.6,0.1
